# Hck Nef HTS = inhibitors of Nef-activated human Hck kinase, primary screen, biochemical, Z-Lyte FRET, 384-well, Hck-YEEI | actives 0.68% (n = 220,000) | inhibition, % at 20 µM | Tyrosine-protein kinase HCK (Homo sapiens), P08631 | AID 463187, 2010 | Recombinant Hck-YEEI plus Nef, Z-Lyte FRET kinase assay;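 active = Hck-Nef kinase inhibition above about 50%, limit read from the data; inactive = inhibition below that limit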;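 also: 0% = DMSO with Hck plus Nef and 100% = Hck alone without Nef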
# Target sequence (P08631 whole entry, looked up): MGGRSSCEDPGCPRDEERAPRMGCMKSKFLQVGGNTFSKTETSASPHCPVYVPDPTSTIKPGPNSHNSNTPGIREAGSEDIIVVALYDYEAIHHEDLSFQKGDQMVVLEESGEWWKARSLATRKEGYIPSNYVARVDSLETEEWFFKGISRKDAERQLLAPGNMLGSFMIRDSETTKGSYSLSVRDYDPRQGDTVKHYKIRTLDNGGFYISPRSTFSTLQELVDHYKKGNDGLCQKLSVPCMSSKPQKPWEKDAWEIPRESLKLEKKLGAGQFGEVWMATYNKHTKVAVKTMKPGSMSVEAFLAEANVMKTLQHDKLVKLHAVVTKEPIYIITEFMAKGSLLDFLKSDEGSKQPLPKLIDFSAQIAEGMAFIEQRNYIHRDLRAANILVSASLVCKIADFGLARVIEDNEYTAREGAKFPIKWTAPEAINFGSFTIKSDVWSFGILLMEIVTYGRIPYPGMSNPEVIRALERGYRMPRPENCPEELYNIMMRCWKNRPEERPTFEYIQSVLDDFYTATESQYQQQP
# NPY2 pot ag = NPY-Y2 potentiators or agonists, primary screen, cell-based. activation, % at 3.6 µM. Neuropeptide Y receptor type 2 (Homo sapiens), P49146. actives 0.45% (n = 220,000). cells expressing NPY-Y2, potentiator/agonist read-out; in the data active = activation above about 27%;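 also: cells stimulated with NPY near EC25 plus isoproterenol at EC100; 0% = vehicle plus submaximal agonist and 100% = vehicle plus saturating agonist; some results beyond the cut were filed as inactive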
# p97 ATPase inh = inhibitors of human p97 ATPase, primary screen, biochemical; inhibition, % at 8 µM; Transitional endoplasmic reticulum ATPase (Homo sapiens), P55072; AID 1481, 2009; recombinant p97 ATPase, Kinase-Glo ATP luminescence, 3 h; actives 0.42% (n = 220,000); in the data active = inhibition above about 15%;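 also: 0% = DMSO vehicle and 100% = wells lacking enzyme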
# NPY-Y1 PAM-ag = NPY-Y1 receptor potentiators or agonists, primary screen, cell-based | Neuropeptide Y receptor type 1 (Homo sapiens), P25929 | NPY-Y1 expressing cells, potentiator/agonist activation | activation, % at 3.6 µM | actives 0.37% (n = 220,000); in the data active = activation above about 33%, passing the limit was not always enough;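 also: cells stimulated with NPY at EC10 then isoproterenol at EC100; 0% = low agonist plus stimulus and 100% = saturating agonist plus stimulus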
# RBBP9 inhibitor = human RBBP9 inhibitors, primary screen, biochemical, fluorescence polarization, FP-Rh probe, HTS; Serine hydrolase RBBP9 (Homo sapiens), O75884; recombinant RBBP9; inhibition, % at 7.94 µM; actives 0.2% (n = 220,000); AID 1515, 2009;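 active = inhibition above the campaign mean of all tested compounds plus 3 SD, cut at about 14% in these data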;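 also: plate controls were DMSO wells with RBBP9 for no effect and wells lacking RBBP9 protein for full effect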
#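 Controls: DMSO-treated enzyme wells and wells lacking RBBP9 | Material: RBBP9 protein | Technique: Fluorescence polarization | Replication: Single well per compound, no replicates | Buffer or medium: Tris-NaCl-Pluronic buffer, pH 8.0 | Timing: 30 min compound preincubation, 45 min probe labeling, 25 °C | Read-out basis: Percent inhibition from mP, scaled between DMSO and no-protein wells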
# Mdm2 ligase inh = MDM2-luciferase reporter signal enhancers, primary screen, MDM2 E3 ligase inhibitor project, cell-based, luminescence, 1536-well | E3 ubiquitin-protein ligase Mdm2 (Homo sapiens), Q00987 | signal enhancement, % at 5 µM | actives 0.11% (n = 210,000) | cell-based MDM2 ubiquitination luciferase reporter, 2 h; 0 = plate control, 100 = twice control, blank-subtracted;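 active = signal enhancement of 30% or more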;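 also: luminescence tracks abundance of the self-degrading MDM2-luciferase fusion protein; higher signal means inhibition of MDM2 E3 ligase activity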
# Target sequence (Q00987 whole entry, looked up, the tested form may be a part): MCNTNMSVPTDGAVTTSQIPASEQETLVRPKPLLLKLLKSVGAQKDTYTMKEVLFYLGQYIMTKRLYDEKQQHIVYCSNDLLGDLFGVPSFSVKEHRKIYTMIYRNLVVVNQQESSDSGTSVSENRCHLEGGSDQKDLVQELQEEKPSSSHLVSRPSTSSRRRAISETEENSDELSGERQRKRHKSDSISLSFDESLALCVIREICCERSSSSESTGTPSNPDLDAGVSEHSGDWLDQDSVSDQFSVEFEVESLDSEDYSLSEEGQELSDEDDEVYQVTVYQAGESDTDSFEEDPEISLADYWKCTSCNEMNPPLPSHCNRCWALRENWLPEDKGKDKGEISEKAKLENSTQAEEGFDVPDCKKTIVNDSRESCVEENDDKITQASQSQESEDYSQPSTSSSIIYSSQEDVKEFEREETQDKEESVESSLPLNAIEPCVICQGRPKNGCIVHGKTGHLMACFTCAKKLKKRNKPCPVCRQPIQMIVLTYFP
#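 Test system: mammalian cells stably expressing self-ubiquitinating, self-degrading MDM2 E3–luciferase fusion; Amount: 2000 cells in each well; Medium: DMEM; Schedule: 4 h settle plus 2 h compound, 37 °C; Technique: SteadyLite luciferase luminescence after 15 min room-temperature reagent incubation; Benchmarks: plate control and blank wells.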
# Runt-CBFb FRET = inhibitors of RUNX1 Runt–CBFb binding, primary screen, biochemical, FRET, Cerulean-Runt, Venus-CBFb, uHTS. Cerulean-Runt/Venus-CBFb FRET ratio 530/480, 1 h. inhibition, % at 20 µM. actives 0.46% (n = 220,000). AID 1496, 2009;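 active = inhibition over about 50% at 20 µM in the single-dose screen, limit read from the data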;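 also: 0% = DMSO wells and 100% = excess unlabeled CBFb competitor control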
#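 Buffer or medium: Tris pH 7.5 buffer with BSA. Assay system: Cerulean-labeled Runt domain protein. Amount: each fluorescent fusion protein 100 nM. Read-out basis: loss of energy transfer signal. Incubation: 1 h compound exposure, room temperature. Probe or stimulus: Venus-CBFb binding partner, 100 nM. Detection: FRET, excitation 422 nm, emission at 530 and 480 nm.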
# NPY Y1 blocker = NPY-Y1 receptor antagonists, primary screen, cell-based. Neuropeptide Y receptor type 1 (Homo sapiens), P25929. HEK293-CNG Y1 cells, membrane potential fluorescence; NPY at EC95, then isoproterenol. inhibition, % at 3.6 µM. actives 1% (n = 200,000);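 active = inhibition above the campaign mean inhibition of all tested compounds plus 3 SD, cut at about 20% in these data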;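 also: 0% = DMSO wells given NPY plus isoproterenol and 100% = isoproterenol alone without NPY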
#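 Assay system: HEK293 Y1/CNG channel cell line; Doses: single compound dose of 3.6 µM, 0.4% DMSO; Timing: dye 3 h, compound 60 min room temperature, stimulation 45 min; Technique: Membrane-potential fluorescent dye readout; Measure: % inhibition of NPY effect.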
# Runt-SMMHC FRET = inhibitors of RUNX1 Runt–CBFb-SMMHC binding, primary screen, biochemical, FRET, Cerulean-Runt, Venus-CBFb-SMMHC, uHTS | AID 1434, 2008 | Cerulean-Runt/Venus-CBFb-SMMHC FRET ratio 530/480, 1 h | actives 0.74% (n = 220,000) | inhibition, % at 20 µM | Runt-related transcription factor 1 (Homo sapiens) + Core-binding factor subunit beta …;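 active = mean inhibition across duplicate retests at 20 µM reaching about 50%, limit read from the data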;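 also: 0% = DMSO wells and 100% = wells with excess untagged CBFb-SMMHC; inhibitors lower the FRET ratio by blocking Runt binding to CBFb-SMMHC; some results filed as inactive read as strong as hits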
# An asterisk follows results filed as active; / = not tested or not shown.
SMILES,Hck Nef HTS,NPY2 pot ag,p97 ATPase inh,NPY-Y1 PAM-ag,RBBP9 inhibitor,Mdm2 ligase inh,Runt-CBFb FRET,NPY Y1 blocker,Runt-SMMHC FRET
CCOC(=O)Cc1csc(NC(=O)c2ccc(OC)c(OC)c2)n1,-0.4,-5.7,-1.4,20.5,-6.7,6.9,-1.5,3.6,1.3
S=C(Nc1ccc(Cl)cc1)NN1CCOCC1,3.3,-5.6,10.0,-0.1,-2.2,-7.8,3.5,1.9,1.7
CCOC(=O)CSc1ncnc2c(C(=O)OCC)c3n(c12)CCC3,5.4,-1.6,0.4,8.3,3.6,0.7,-3.7,-1.8,2.7
Cn1ncc2c(Nc3cccc(C(=O)O)c3)ncnc21,-0.3,-14.4,-0.4,-5.2,-0.9,-5.1,-0.2,4.2,0.1
COc1ccccc1-c1noc(CCC(=O)Nc2cccc(C(F)(F)F)c2)n1,-5.0,3.4,1.6,1.1,-4.9,-12.7,-0.9,-1.7,-3.9
Cc1ccc(CNC(=O)CSc2ccc(-c3ccco3)nn2)cc1,3.3,-1.3,6.0,-13.0,1.0,-2.9,20.8,5.1,11.8
CCC(=O)n1nc(-c2ccc(OC)cc2)nc1SC,-9.9,2.6,3.3,16.2,2.0,0.1,-2.4,-0.1,-1.2
COCCCn1c(-c2ccsc2)nc2c1c(=O)[nH]c(=O)n2Cc1ccccc1,2.7,3.9,4.2,-10.1,0.8,-18.2,-6.4,0.5,-8.1
CNc1ccccc1NC(=O)CCn1c(=S)oc2ccccc21,8.6,6.2,-3.1,17.9,-7.2,-7.1,0.1,/,0.4
Cc1c(F)cccc1NC(=O)CCCCCC1NC(=O)NC1C (centres undefined),4.3,-4.4,0.3,10.7,-8.1,21.7,-1.3,5.0,-0.3
COc1ccc(CN2CCc3ccccc3C2)c(OC)c1,20.7,-17.5,4.2,4.8,-3.8,-7.4,-1.5,/,0.5
CC(Oc1ccc(Cl)cc1)c1ccnn1S(C)(=O)=O (centres undefined),2.6,11.5,5.3,18.3,2.0,-13.4,2.5,-1.9,-6.8
O=C(O)c1ccc(N2C(=O)CC(SC(=NCc3ccc4c(c3)OCO4)Nc3ccc(F)cc3)C2=O)cc1 (centres undefined),16.1,6.1,5.9,1.9,1.3,-22.9,-10.2,-0.2,-7.4
Cc1ccc(NC(=O)NC2(C(=O)NCc3ccccc3)CCCCC2)cc1,-0.2,2.3,-4.2,20.4,-3.1,0.2,-0.8,-1.5,4.6
COc1cc(/C=N\NC(=O)CNC(=O)c2cccc([N+](=O)[O-])c2)ccc1O,-0.4,1.9,1.7,1.5,0.5,-4.7,1.9,0.9,-2.0
Cc1cnnn1-c1ccc([N+](=O)[O-])cc1,23.8,0.0,3.6,0.1,-6.5,-26.4,0.2,4.1,1.8
CCOCCOC(=O)c1[nH]c2c(c1C)C(=O)CC(c1cccs1)C2 (centres undefined),-0.3,-3.1,-2.3,8.0,-6.7,-3.5,-4.3,1.5,-6.4
CC(C)CN(C(=O)COC(=O)Cn1cnc2ccccc2c1=O)C1CCS(=O)(=O)C1 (centres undefined),-0.6,3.3,6.5,10.8,1.0,-14.2,0.4,1.3,1.0
CCN(CC)S(=O)(=O)c1cc(Br)ccc1OC,2.6,19.2,2.7,-22.3,-0.5,15.2,-2.8,9.4,0.3
COCCNC(C)C(=O)C12CC3CC(CC(C3)C1)C2 (centres undefined),-4.3,4.2,1.6,-5.0,-1.1,-15.8,0.5,2.9,-0.5
CC(Sc1nncn1C)C(=O)Nc1ccc(Cl)cn1 (centres undefined),-0.4,-2.7,3.8,-4.7,-1.9,-14.3,2.5,1.8,-1.0
O=C1CC(SC2=NCCS2)C(=O)N1c1ccc(Br)cc1 (centres undefined),0.8,6.8,4.4,-6.2,-3.5,-23.8,2.2,0.0,-0.1
Cc1ccc2c(c1)C(=O)N(CCCCO)C2=O,2.6,-3.4,1.3,-15.7,7.7,-7.7,1.3,3.3,1.7
N#Cc1ccc(Oc2ccc(C(N)=O)cc2)cc1C#N,-2.2,3.5,4.0,13.4,1.9,-69.5,2.9,-9.0,-2.2
Cc1nn(-c2ccccc2)nc1C(=O)Nc1ccc2[nH]ncc2c1,9.5,-9.8,1.9,-3.0,-1.5,-88.5,-1.0,/,2.9
CCNC(=O)c1c(O)c2c([nH]c1=O)CCCC2,19.5,15.1,1.9,2.1,4.5,/,0.4,/,1.0
Cn1c(=O)c2c(nc(Sc3n[nH]c(N)n3)n2Cc2ccccc2Cl)n(C)c1=O,0.4,-12.8,-2.2,-13.8,-10.0,1.8,-1.8,-8.8,-6.3
CCOC(=O)c1cc(-c2cccc([N+](=O)[O-])c2)n[nH]1,16.0,10.9,0.1,8.5,-3.4,-18.0,1.7,-1.5,-0.2
COc1cc(C=C(c2nc3ccccc3s2)c2nc3ccccc3s2)ccc1O,-0.8,-4.9,4.8,-14.9,-0.8,/,-18.5,-4.3,-56.1
CCOC(=O)CNC(=S)N1CCn2c(nc3ccccc32)C1,6.5,-1.9,2.4,7.8,-5.9,-7.5,/,-1.8,-0.4
CCOc1ccc(NS(=O)(=O)c2ccc3[nH]cc(C(=O)NC(C)CC)c(=O)c3c2)cc1 (centres undefined),0.2,27.4,5.9,11.0,-12.0,-5.0,/,2.6,/
CCOc1ccccc1/C=N/NC(=O)CNC(=O)c1ccc(S(=O)(=O)N2CCOCC2)cc1,5.8,16.9,6.3,-10.7,-0.6,-12.2,-3.9,-4.4,-2.4
C=CCn1c(=N)n(CC(=O)OC)c2ccccc21,-1.2,-2.9,-5.2,-12.4,-9.4,-18.5,0.0,2.2,-3.2
COc1ccc(/C=N/NC(=O)c2cc(C)oc2C)cc1OC,8.9,1.1,2.4,22.0,-9.6,-10.4,-2.6,/,2.6
COc1cc(C(c2c(C)[nH][nH]c2=O)c2c(C)[nH][nH]c2=O)ccc1OCc1ccc([N+](=O)[O-])cc1,0.1,5.3,0.6,-3.0,8.0,-0.1,-0.9,-3.8,-4.9
CC(C)/C=N/NC(=O)c1ccc(Cl)cc1,-0.2,0.9,-1.8,-12.4,-2.0,10.5,-1.0,4.8,0.4

# 2 entries picked at random from those above:
SMILES,Hck Nef HTS,NPY2 pot ag,p97 ATPase inh,NPY-Y1 PAM-ag,RBBP9 inhibitor,Mdm2 ligase inh,Runt-CBFb FRET,NPY Y1 blocker,Runt-SMMHC FRET
CCOC(=O)c1cc(-c2cccc([N+](=O)[O-])c2)n[nH]1,16.0,10.9,0.1,8.5,-3.4,-18.0,1.7,-1.5,-0.2
CCNC(=O)c1c(O)c2c([nH]c1=O)CCCC2,19.5,15.1,1.9,2.1,4.5,/,0.4,/,1.0

# Next entries.
SMILES,Hck Nef HTS,NPY2 pot ag,p97 ATPase inh,NPY-Y1 PAM-ag,RBBP9 inhibitor,Mdm2 ligase inh,Runt-CBFb FRET,NPY Y1 blocker,Runt-SMMHC FRET
COc1ccc(N2CC(O)=C(c3nc(-c4ccc(Br)cc4)cs3)C2=N)cc1,0.4,2.0,1.2,-9.1,-4.7,3.5,0.3,-2.5,-5.1
CC(=O)CSc1nc(C(F)(F)F)cc(=O)n1-c1ccccc1,3.6,6.4,0.8,-5.8,-3.0,-7.5,2.5,3.5,5.3
O=C(COc1cccnc1[N+](=O)[O-])c1c[nH]c2ccccc12,19.3,-6.3,9.8,20.4,-8.9,-3.9,0.4,/,-3.9
Cc1ccc(C2=NNC(C(O)C(O)C(O)CO)S2)cc1 (centres undefined),10.4,-9.2,0.3,-1.2,0.5,-7.1,1.7,3.7,-2.2
CCOC(=O)Nc1ccc2c(c1)N(C(=O)CN1CCN3CCCC3C1)c1ccccc1CC2 (centres undefined),1.1,6.2,2.8,2.9,-2.4,-9.0,1.2,-2.4,4.1
COc1ccc(S(=O)(=O)Nc2ccc(NC(C)=O)cc2)cc1Cl,-13.3,6.3,-2.5,0.9,0.5,-10.3,-0.5,0.3,1.8
CN(C)/C=N/C(=S)Nc1ccccc1F,-1.0,-7.6,-4.5,-0.4,-4.6,-15.4,0.5,1.3,-0.7
COc1ccc(NS(=O)(=O)c2cccc(C(=O)N/N=C/c3cn(-c4ccccc4)nc3-c3ccc(OC)cc3)c2)cc1,23.4,4.1,0.5,8.7,-5.9,/,-5.4,/,-1.4
Cc1nc(NC(=O)CCc2ccccc2)ccc1Br,1.0,-19.8,0.8,-2.2,-5.6,-19.0,-0.4,-0.7,-5.6
O=C(O)CCCCCNC(=O)CCn1nnc2ccccc2c1=O,1.9,16.3,0.1,-0.5,-7.6,-3.7,-1.4,0.5,13.9
Cc1ccc(/C=N/NC(=O)c2cc(C)oc2C)o1,0.9,-14.5,-1.1,4.8,-10.1,-2.1,1.3,3.6,0.1
COc1ccccc1/C=C/[C@@H]1C[C@H]2CN(Cc3cccc(Cl)c3)C(=O)[C@]23CCCN13,22.0,-10.0,-1.2,-7.0,-7.2,2.7,/,7.8,/
COc1cccc(C(=O)OC(C)CN2CCCC2)c1 (centres undefined),1.1,-11.1,2.0,-11.7,3.9,-20.6,0.0,9.8,6.7
O=C(C[n+]1ccc(Cc2ccccc2)cc1)Nc1ccccc1,28.7,0.4,7.0,6.9,-4.3,-6.7,-1.5,3.6,-0.5
O=C(O)c1ccc(COc2ccc3c4c(c(=O)oc3c2)CCC4)o1,1.0,-3.6,1.5,-14.6,2.4,-45.2,6.4,2.2,6.7
O=S1(=O)N=C(N/N=C/c2ccccn2)c2ccccc21,1.3,-6.4,-6.1,-4.4,-10.3,-7.7,1.7,-4.4,3.4

# Assay outcomes: PubChem BioAssay, several laboratories
